Assay outcomes from PubChem.
OXTR potentiate: potentiates the human oxytocin receptor response; P30559; CHO-OTR cells, Fluo-8 calcium fluorescence, potentiator mode; 0% = oxytocin EC15, 100% = EC100; activation, % at 3 µM; 320,000 compounds, 0.061% hits;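 active = activation above that plate's cutoff, the mean activation of tested compounds plus 3 SD, cut at about 6.6% in these data, passing the limit was not always enough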;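 note: 100% uses oxytocin at 75 nM as the full agonist control; some results filed as inactive read as strong as hits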
Target sequence (P30559 whole entry, looked up): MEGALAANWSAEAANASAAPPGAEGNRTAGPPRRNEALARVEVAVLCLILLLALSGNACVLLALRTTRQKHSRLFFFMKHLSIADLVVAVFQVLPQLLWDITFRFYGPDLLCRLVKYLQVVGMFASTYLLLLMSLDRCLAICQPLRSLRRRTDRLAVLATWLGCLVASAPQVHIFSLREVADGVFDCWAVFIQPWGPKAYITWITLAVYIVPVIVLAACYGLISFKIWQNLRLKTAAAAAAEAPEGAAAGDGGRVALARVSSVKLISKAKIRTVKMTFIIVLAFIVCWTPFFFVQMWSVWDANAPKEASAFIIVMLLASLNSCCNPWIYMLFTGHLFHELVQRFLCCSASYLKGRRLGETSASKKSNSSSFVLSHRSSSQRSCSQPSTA
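System: human OTR in CHO cells; Also added: sub-maximal oxytocin, roughly EC15; Timing: compound 6 min at room temperature before oxytocin, 100 s read; Technique: Fluo-8 intracellular calcium fluorescence, ex 470-495, em 515-575 nm; Controls: oxytocin EC15 low and EC100 high; Replication: singlicate.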
M1 PAM: human CHRM1 positive allosteric modulation; P11229; CHO-K1 hM1, Fluo-8 calcium fluorescence, ACh EC20; 0% = ACh EC20, 100% = maximal ACh; activation, % at 3 µM; 360,000 compounds, 0.088% hits; in the data active = activation above about 19%, passing the limit was not always enough
CHO parental Ca: counter-screen for OX1R antagonists: effect in parental CHO cells. parental CHO-K1, ATP-induced calcium, Fluo-8 fluorescence. inhibition, % at 5.6 µM. 330,000 compounds, 0.63% hits. AID 463079;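 active = inhibition above that plate's mean sample inhibition plus 3 SD, cut at about 26% in these data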;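 note: 0% = ATP-challenged DMSO wells and 100% = DMSO wells without ATP; some compounds past the cut are filed as inactive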
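Assay system: untransfected parental CHO cell line. Also added: ATP agonist challenge. Dosing: one dose, 5.6 µM nominal. Measured by: Fluo-8 fluorescence. Read-out: % inhibition. Benchmarks: ATP wells versus no-ATP DMSO wells. Repeats: no replicates.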
CHRM1 antagonist: blocks human M1 muscarinic receptor; 360,000 compounds, 1.3% hits; AID 588852; inhibition, % at 3 µM; CHO-K1 hM1, Fluo-8 calcium fluorescence, ACh EC80 antagonist;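 active = percent inhibition above its own plate's cutoff, namely the mean of that plate's compound wells plus 3 SD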;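 note: peak over basal fluorescence ratio during 140 s after agonist addition; 0% = ACh EC80 plus DMSO and 100% = DMSO alone without agonist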
OXTR ag: agonists of human oxytocin receptor; P30559; CHO-OTR cells, Fluo-8 calcium fluorescence; normalized: DMSO 0%, oxytocin 100%; activation, % at 3 µM; 320,000 compounds, 0.32% hits;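 active = activation above the mean of all tested compounds plus 3 SD, cutoff set per screening run, cut at about 20% in these data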;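 note: peak over basal fluorescence ratio from a 100 s FLIPR kinetic read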
TAAR1 ag: agonists of human TAAR1. AID 624467. CHO RD-HGA16 TAAR1, Fluo-8 calcium fluorescence; vehicle wells 0%, saturating PEA agonist 100%. Q96RJ0. 360,000 compounds, 0.99% hits. activation, % at 3 µM;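 active = activation above the mean activation of all test compounds in the run plus 3 SD, cut at about 38% in these data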
Target sequence (Q96RJ0 whole entry, looked up): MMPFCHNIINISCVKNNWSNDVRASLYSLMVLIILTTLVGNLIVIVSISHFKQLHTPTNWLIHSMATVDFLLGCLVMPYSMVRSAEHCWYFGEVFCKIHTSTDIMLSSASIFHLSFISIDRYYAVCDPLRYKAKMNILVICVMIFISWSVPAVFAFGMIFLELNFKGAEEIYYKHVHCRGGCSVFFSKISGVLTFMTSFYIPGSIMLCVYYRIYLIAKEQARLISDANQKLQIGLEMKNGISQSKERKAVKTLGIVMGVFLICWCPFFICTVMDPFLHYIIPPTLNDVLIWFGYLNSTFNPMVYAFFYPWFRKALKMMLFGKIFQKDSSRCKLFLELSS
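Test system: RD-HGA16 (CHO) cells co-expressing Gα16 and hTAAR1 | Doses: Single dose, 3 µM | Schedule: 17-24 h seeding, 75 min 37 °C dye, 30 min RT | Evaluation: % activation from peak over basal fluorescence ratio, DMSO-to-PEA scaled | Technique: Kinetic Fluo-8 calcium fluorescence | Benchmarks: Low control DMSO, high control PEA (EC100)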
V1aR counter: activates human V1a receptor in oxytocin agonist counter-screen; P37288; CHO-V1R cells, Fluo-8 calcium fluorescence, agonist mode; 0% DMSO, 100% 3 nM vasopressin; activation, % at 3 µM; 320,000 compounds, 0.25% hits; AID 2797;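 active = activation above the mean activation of all tested compounds plus 3 SD, per screening run, cut at about 20% in these data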;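 note: signal is peak over basal fluorescence ratio across a 100 second FLIPR read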
TAAR1 antagonist: antagonists of human TAAR1 | CHO RD-HGA16 TAAR1, Fluo-8 calcium fluorescence, antagonist | inhibition, % at 3 µM | 360,000 compounds, 1.5% hits | AID 624466;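 active = inhibition above a per-plate cutoff, the mean inhibition of test compounds on that plate plus 3 SD, cut at about 49% in these data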;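 note: 0% = DMSO plus EC80 beta-PEA response and 100% = DMSO alone without agonist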
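System: RD-HGA16 CHO cells with stable hTAAR1 and Gα16 | Probe or stimulus: EC80 β-phenethylamine stimulus | Dosing: 3 µM, single point | Times: Dye loading 75 min at 37 °C, then 30 min room temperature | Measured by: Fluo-8 calcium-sensitive fluorescence | Read-out basis: % inhibition of agonist calcium response | Replicates: n of 1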
CHRM1 agonist: human M1 muscarinic receptor agonism. activation, % at 3 µM. P11229. 360,000 compounds, 0.33% hits. AID 588814. CHO-K1 hM1, Fluo-8 calcium fluorescence, agonist mode; 0% DMSO, 100% acetylcholine EC100;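 active = activation above the run's mean compound activation plus 3 SD, cut at about 16% in these data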;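 note: peak over basal fluorescence ratio within a 140 s kinetic read after compound addition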
* hit, by the source's call; x = no result given. Compounds as they come; 3.7% or so of the library scored in one or more.

molecule	CHO parental Ca	TAAR1 antagonist	OXTR potentiate	M1 PAM	TAAR1 ag	OXTR ag	CHRM1 agonist	CHRM1 antagonist	V1aR counter
Cc1cc(C(=O)OCC(=O)Nc2cc(S(=O)(=O)N(C)C)ccc2Cl)c2ccccc2n1	-20	1	-6	3	0	-0.3	-6	4	-0.4
COc1ccc(Cl)cc1C(=O)NCc1ccco1	-14	-51	-11	7	2	-1.6	-5	-5	-0.6
Cn1ccnc1SCC(=O)Nc1ccc(Oc2ccccc2)cc1	-7	20	-5	-2	4	-1.8	-5	12	-0.2
CN(Cc1cn(C)nc1-c1ccccc1F)Cc1nccn1C	-16	-11	-6	8	10	-0.9	-2	-7	-0.6
CC(=O)Nc1ccc(NC(=O)c2ccccc2-n2cnnn2)cc1	x	-7	x	4	3	x	1	-7	x
Cc1ccc(OCc2ccc(C(=O)Nc3nccs3)o2)cc1C	9	-1	-9	-1	5	0.3	-1	-26	-0.6
FC(F)(F)c1nnc(-c2ccccc2)nc1Sc1ccccc1	-3	-13	-2	5	5	-0.9	-1	-10	-0.2
O=C1c2ccccc2C(Nc2ccc(Cl)cc2)N1CCN1CCOCC1 (configuration not stated)	-12	10	-4	-1	1	1.1	-2	-6	0.5
O=C1C=CN2CCCCC2CC1 (configuration not stated)	-6	1	4	-8	0	2.3	-10	6	2.2
O=C1c2cccnc2C(=O)N1Cc1ccc(F)cc1	-16	-6	-6	6	4	0.9	0	-4	0.9
CC(=O)Nc1ccc(S(=O)(=O)N(C)CC(=O)OCC(=O)NC(C)C23CC4CC(CC(C4)C2)C3)cc1 (configuration not stated)	-16	-15	-10	5	7	1.6	-6	-5	1.5
O=c1[nH][nH]cc1C=NCc1cccnc1	10	-5	-13	13	0	0.5	-6	-8	0.8

Part of the list above, with two lines to a compound.
Values in the order – CHO parental Ca | TAAR1 antagonist | OXTR potentiate | M1 PAM | TAAR1 ag | OXTR ag | CHRM1 agonist | CHRM1 antagonist | V1aR counter
O=C1c2ccccc2C(Nc2ccc(Cl)cc2)N1CCN1CCOCC1 (configuration not stated)
 : -12 | 10 | -4 | -1 | 1 | 1.1 | -2 | -6 | 0.5
O=C1C=CN2CCCCC2CC1 (configuration not stated)
 : -6 | 1 | 4 | -8 | 0 | 2.3 | -10 | 6 | 2.2

Next part.
molecule	CHO parental Ca	TAAR1 antagonist	OXTR potentiate	M1 PAM	TAAR1 ag	OXTR ag	CHRM1 agonist	CHRM1 antagonist	V1aR counter
CCOC(=O)c1ccc(NC(=S)NCc2ccc(S(N)(=O)=O)cc2)cc1	5	-2	0	7	6	-0.5	-2	-16	0.5
CC(C)(C)C(=O)Nc1cccc(C(=O)c2cccc(NC(=O)C(C)(C)C)c2)c1	-16	6	-9	-2	11	1.1	1	-36	0.7
CC1(C(=O)Nc2ccccc2Br)CCN1C(=O)Cc1ccccc1Cl (configuration not stated)	x	-1	x	4	2	x	7	-14	x
Nc1nc2n(n1)C(c1cccs1)CC(c1ccccc1)N2 (configuration not stated)	-7	7	-5	8	4	0.2	-1	-15	1.9
C=CCn1c(SCc2nc3ccccc3[nH]2)nnc1-c1ccc(OC)cc1	-13	18	-8	-5	10	3.2	-2	2	3.0
CCOC(=O)N1CCN(C(=O)CSc2ccc(C(=O)OC)cc2[N+](=O)[O-])CC1	-18	-16	-3	2	1	1.0	-10	-10	-1.1
O=C(CN(Cc1ccc2c(c1)OCO2)C(=O)CSc1nc2ccccc2o1)NC1CCCCC1	-12	16	-7	8	6	-1.0	-3	-10	-0.8
COc1cccc(NC(=O)CN(C)C(C)C(=O)Nc2ccc(S(=O)(=O)N3CCCC3)cc2)c1 (configuration not stated)	-10	-26	-11	3	5	-0.5	-7	-7	-0.4
COC(=O)C(NC=O)C(O)(Cc1ccccc1)C(F)(F)F (configuration not stated)	-12	8	-5	9	0	0.6	-1	-5	0.0
COc1ccccc1CN(C(=O)c1ccco1)C(C(=O)NC1CCCC1)c1ccncc1 (configuration not stated)	-15	6	-9	10	0	-1.0	-4	-7	0.2
O=C(Nc1ccc(Cl)cc1F)C1CCN(S(=O)(=O)c2cccnc2)CC1	-12	-5	-15	3	7	1.6	-1	-1	4.2
CCc1ccc(NC(=S)NCC2CCCN2CC)cc1 (configuration not stated)	-13	-1	-1	3	6	0.5	-7	1	1.1

11 entries from above, sorted by length of the SMILES, low to high:
molecule	CHO parental Ca	TAAR1 antagonist	OXTR potentiate	M1 PAM	TAAR1 ag	OXTR ag	CHRM1 agonist	CHRM1 antagonist	V1aR counter
O=c1[nH][nH]cc1C=NCc1cccnc1	10	-5	-13	13	0	0.5	-6	-8	0.8
O=C1c2cccnc2C(=O)N1Cc1ccc(F)cc1	-16	-6	-6	6	4	0.9	0	-4	0.9
Nc1nc2n(n1)C(c1cccs1)CC(c1ccccc1)N2 (configuration not stated)	-7	7	-5	8	4	0.2	-1	-15	1.9
Cc1ccc(OCc2ccc(C(=O)Nc3nccs3)o2)cc1C	9	-1	-9	-1	5	0.3	-1	-26	-0.6
COC(=O)C(NC=O)C(O)(Cc1ccccc1)C(F)(F)F (configuration not stated)	-12	8	-5	9	0	0.6	-1	-5	0.0
CC1(C(=O)Nc2ccccc2Br)CCN1C(=O)Cc1ccccc1Cl (configuration not stated)	x	-1	x	4	2	x	7	-14	x
O=C(Nc1ccc(Cl)cc1F)C1CCN(S(=O)(=O)c2cccnc2)CC1	-12	-5	-15	3	7	1.6	-1	-1	4.2
CC(C)(C)C(=O)Nc1cccc(C(=O)c2cccc(NC(=O)C(C)(C)C)c2)c1	-16	6	-9	-2	11	1.1	1	-36	0.7
CCOC(=O)N1CCN(C(=O)CSc2ccc(C(=O)OC)cc2[N+](=O)[O-])CC1	-18	-16	-3	2	1	1.0	-10	-10	-1.1
Cc1cc(C(=O)OCC(=O)Nc2cc(S(=O)(=O)N(C)C)ccc2Cl)c2ccccc2n1	-20	1	-6	3	0	-0.3	-6	4	-0.4
COc1cccc(NC(=O)CN(C)C(C)C(=O)Nc2ccc(S(=O)(=O)N3CCCC3)cc2)c1 (configuration not stated)	-10	-26	-11	3	5	-0.5	-7	-7	-0.4

The results go on.
molecule	CHO parental Ca	TAAR1 antagonist	OXTR potentiate	M1 PAM	TAAR1 ag	OXTR ag	CHRM1 agonist	CHRM1 antagonist	V1aR counter
COc1cc(-c2ccc3oc(-c4ccsc4)c(C#CC4(O)CCCCC4)c3c2)cc(OC)c1OC	-40	-5	-2	-2	1	0.1	-6	3	1.2
Cc1cccc(C)c1OCC(=O)N1CCc2ccccc2C1	4	3	-2	15	1	-2.9	-5	-22	-0.2
C[C@@H]1CN([C@H](C)CO)C(=O)c2cc(NC(=O)Nc3ccc(C(F)(F)F)cc3)ccc2O[C@H]1CN(C)S(=O)(=O)c1ccccc1	-7	-6	-6	-35	3	2.7	-14	26	7.5
CCC1CCCCN1CCCNC(=O)C1CCN(c2ncnc3c2nc2n3CCCCC2)CC1 (configuration not stated)	-15	-8	-7	-5	0	-0.2	-5	2	0.3
O=C(c1ccco1)N1CCN(C(=O)C23CC4CC(CC(C4)C2)C3)CC1	5	20	-11	15	1	1.9	-3	-18	0.3
CC(C)NC(=O)/C(C#N)=C\c1ccc(N(C)C)o1	-1	21	-1	5	28	5.8	2	-7	5.6
COC(=O)c1ccccc1NC(=O)CSc1nncn1-c1ccccn1	-11	-9	-4	2	0	-1.0	0	3	0.0
Cc1oc(-c2ccccc2)cc1C(=O)Nc1cccc(/C=C/C(=O)O)c1	x	13	x	15	4	x	2	-10	x
COc1ccccc1C(=O)Nc1cccc2c1CCCC2	-19	0	-7	-2	-2	-2.5	-8	-5	-0.7
Cc1ccc(C(c2nnnn2C(C)(C)C)N2CCN(C3CCCC3)CC2)cc1 (configuration not stated)	-24	20	4	4	-1	-0.6	-9	-19	0.1
Cc1cccc(C(=O)O)c1[N+](=O)[O-]	-12	1	-3	5	1	0.3	-4	-12	-0.7
Cc1ccc(S(=O)(=O)NCC(c2cccnc2)N2CCN(Cc3ccccc3)CC2)cc1 (configuration not stated)	-15	-31	1	-3	17	-0.9	-7	-8	0.5
O=C(CN1CCN(c2ccccn2)CC1)Nc1ccc(OC(F)(F)F)cc1	-6	10	-2	2	2	0.6	-4	-6	2.0
C[N+]1(CC(=O)OCCCc2ccccc2)CCOCC1	-6	6	-10	-8	1	0.8	-5	17	0.5
Nc1ccc(S(=O)(=O)NC2(C(F)(F)F)NC(=O)N(c3ccc(F)cc3)C2=O)cc1 (configuration not stated)	4	0	4	2	0	1.4	3	-3	0.2
COc1ccc(NC2CS(=O)(=O)CC2OC(=O)c2ccc(F)cc2)cc1 (configuration not stated)	-7	3	-5	3	1	-0.3	-2	0	-0.4
O=C1C=C(/C=C/C2C=CC=CC2)C[C@@H](c2ccc(Cl)cc2)C1 (some centres not stated)	-32	-12	-8	-4	-2	1.8	-5	5	-0.2
O=C(O)c1ccc(NC(=O)C(c2ccccc2)c2ccccc2)cc1	-11	-12	-8	6	5	0.9	-4	-6	0.3
COc1ccc(NC(=O)COc2ccc(C)c(C)c2)cc1S(=O)(=O)N1CCCCC1	-1	-6	-6	4	3	0.3	-4	-3	2.7
